# Bioassay records: PubChem, several laboratories
# CRFBP-R2 agonist = CRF-BP/CRF-R2 complex agonism. HEK293 CRF-R2/CRF-BP, calcium dye fluorescence (FLIPR); percent of saturating CRF peptide response. activation, % at 13.2 µM. 350,000 compounds, 0.46% hits. AID 588473;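 active means activation of at least 50%, plus an integration ratio under a set limit after plate pattern correction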;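 further: plate controls were neutral control wells without compound for no effect and CRF at EC100 for full effect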
# SUMO HTRF inh = SUMOylation inhibition | P63279 | HTRF SUMOylation assay, SAE1/SAE2 + UBC9, in vitro | inhibition, % at 35 µM | 290,000 compounds, 0.36% hits; in the data active means inhibition above about 50%, passing the limit was not always enough; further: strong numbers were not always called active
# Target sequence (P63279 whole entry, looked up): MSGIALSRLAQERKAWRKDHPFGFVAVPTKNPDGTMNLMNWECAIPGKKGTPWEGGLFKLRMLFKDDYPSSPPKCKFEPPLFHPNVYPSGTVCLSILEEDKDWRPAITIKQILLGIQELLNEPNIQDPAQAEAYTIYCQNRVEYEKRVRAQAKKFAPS
# DNA FID counter = displaces DNA intercalator in HCV helicase counter-screen | inhibition, % at 7.9 µM | DNA fluorescent intercalator displacement, fluorescence | 290,000 compounds, 0.17% hits | AID 1845; in the data active means inhibition above about 37%;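 further: 0% = vehicle and 100% = reference compound; higher means more ethidium bromide displaced from hairpin DNA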
# CRFBP-R2 block = CRF-BP/CRF-R2 complex antagonism; inhibition, % at 11.8 µM; HEK293 CRF-R2/CRF-BP, CRF-induced calcium fluorescence; 350,000 compounds, 0.59% hits;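 active means inhibition of the ligand-induced calcium signal above about 50% at the single tested concentration, limit read from the data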
# MEKK3 PB1 HTS = modulators (inhibitors or enhancers) of MEK5 binding to human MEKK3 PB1 domain; bead-based flow cytometry, Alexa488-MEK5 binding to MEKK3; actives lie on both sides; 0 = blocked by unlabeled MEK5, 100 = vehicle; binding response (% of control), % at 10 µM; 290,000 compounds, 1.4% hits; AID 1529;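 active means binding response more than 3 SD above or below the average of its plate-row segment, actives on both sides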;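 further: Alexa488 bead fluorescence after subtracting the streptavidin-only scavenger bead signal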
# Target sequence (Q99759 whole entry, looked up, the tested form may be a part): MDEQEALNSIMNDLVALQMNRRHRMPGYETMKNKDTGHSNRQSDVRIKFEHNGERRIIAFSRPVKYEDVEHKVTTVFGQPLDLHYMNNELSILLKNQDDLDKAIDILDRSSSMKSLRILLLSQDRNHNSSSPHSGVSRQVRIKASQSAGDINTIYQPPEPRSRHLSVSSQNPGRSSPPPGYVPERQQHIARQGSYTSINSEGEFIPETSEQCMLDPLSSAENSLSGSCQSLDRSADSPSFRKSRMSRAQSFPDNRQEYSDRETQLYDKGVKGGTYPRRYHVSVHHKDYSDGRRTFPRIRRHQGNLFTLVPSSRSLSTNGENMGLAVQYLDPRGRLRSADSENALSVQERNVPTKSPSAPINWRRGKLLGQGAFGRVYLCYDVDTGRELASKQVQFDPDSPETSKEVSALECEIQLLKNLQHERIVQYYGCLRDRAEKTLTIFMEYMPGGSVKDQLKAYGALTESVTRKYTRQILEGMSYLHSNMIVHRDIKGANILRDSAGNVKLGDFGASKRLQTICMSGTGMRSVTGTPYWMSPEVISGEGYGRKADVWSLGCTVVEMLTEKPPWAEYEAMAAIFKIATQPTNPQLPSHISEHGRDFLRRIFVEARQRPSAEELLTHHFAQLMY
# MEKK2 WT-MEK5 = raises or lowers MEK5 binding to wildtype human MEKK2 PB1 domain; Q9Y2U5; bead flow cytometry, Alexa488-MEK5 binding to MEKK2 WT; actives lie on both sides; binding response (% of control), % at 10 µM; 290,000 compounds, 1.1% hits; AID 1531; in the data active means binding response below about 67% or above about 130%
# MEKK2 mut-MEK5 = signal of MEK5 binding to mutant human MEKK2 PB1 domain; bead flow cytometry, Alexa488-MEK5 binding to MEKK2 mutant; percent response, % at 10 µM; 290,000 compounds, 0.35% hits; AID 1530; in the data active means percent response above about 24%, passing the limit was not always enough; further: inactives centre near 1; some results filed as inactive read as strong as hits
# GalR3 antag = blocks the human galanin receptor 3; HEK293 GalR3-CNG cAMP membrane potential fluorescence; galR3 body fused to GalR1 C-terminus; inhibition, % at 3 µM; 360,000 compounds, 0.44% hits;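 active means inhibition above the screen-wide average plus 3 SD, cut at about 13% in these data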;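 further: forskolin and galanin both at EC90 stimulate the cells; cAMP rise reported by CNG channel membrane potential dye signal; 0% = forskolin plus galanin with DMSO and 100% = forskolin alone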
# Target sequence (O60755 1-299 limits assumed): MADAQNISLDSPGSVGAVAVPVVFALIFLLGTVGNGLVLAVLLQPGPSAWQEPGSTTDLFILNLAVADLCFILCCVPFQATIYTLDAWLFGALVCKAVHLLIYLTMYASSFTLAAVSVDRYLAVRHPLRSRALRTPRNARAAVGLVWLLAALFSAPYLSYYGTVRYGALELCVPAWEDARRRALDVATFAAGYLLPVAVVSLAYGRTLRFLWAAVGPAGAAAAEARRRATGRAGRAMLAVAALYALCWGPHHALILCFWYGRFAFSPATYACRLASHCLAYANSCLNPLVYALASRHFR
# NS3 helicase inh = inhibitors of Hepatitis C virus NS3 helicase; inhibition, % at 10.9 µM; 290,000 compounds, 0.56% hits; NS3 helicase DNA unwinding, Cy5 molecular beacon fluorescence;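 active means inhibition above the mean of all tested compounds plus 3 SD, set per campaign, cut at about 35% in these data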;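 further: 0% = DMSO wells and 100% = thioflavine S control wells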
#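 System: NS3 helicase fragment of HCV / Schedule: 1 h at 25 °C / Control set: DMSO alone as 0% and 110 µM thioflavine S as 100% / Reagent: Cy5/quencher beacon DNA duplex and ATP to start / Technique: Cy5 fluorescence / Replication: singlicate / Evaluation: % inhibition of end-to-start signal ratio versus controls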
# Starred values were filed as active, the others as inactive; . = not tested or not shown; [ ] = another dose, or the depositor's remark. An excerpt; the hit share may differ from the screen's.
SMILES,CRFBP-R2 agonist,SUMO HTRF inh,DNA FID counter,CRFBP-R2 block,MEKK3 PB1 HTS,MEKK2 WT-MEK5,MEKK2 mut-MEK5,GalR3 antag,NS3 helicase inh
O=C(NCC1CCN(C(=O)c2ccc([N+](=O)[O-])cc2)CC1)c1ccc([N+](=O)[O-])cc1,-1.0,12,-1,19,99,102,1,-9,-4
Cc1ccc(NC(=O)CSc2ccc(-c3cccnc3)nn2)cc1,-0.2,1,-14,-1,95,93,-2,-3,0
O=C(c1ccc([N+](=O)[O-])s1)N1CCN(c2cccc(Cl)c2)CC1,-0.6,6,1,30,99,115,9,-3,4
O=C(CSc1ccccn1)N1CCOCC1,8.3,7,0,7,102,105,3,-1,0
COc1ccc(CN(C)C(=S)Nc2ccc(Cl)cc2)cc1,-2.2,-8,-8,-37,92,93,-2,-7,-1
Cc1cc(C)nc(SCc2cnc(C)nc2N)n1,-0.7,12,-1,-2,121,115,0,-6,-1
CC(=O)c1c(C)[nH]c(C(=O)OCC(=O)Nc2ccc(Cl)c(S(=O)(=O)N(C)C)c2)c1C,3.2,-6,-13,-9,38*[inhibitor],43*[inhibitor],-32,-7,1
COc1ccccc1C(c1nnnn1C(C)(C)C)N1CCN(Cc2ccncc2)CC1 (stereo not drawn),-1.7,6,-4,17,103,104,11,1,-6
CCCOc1ccc(/C=C/C(=O)N2CCOCC2)cc1,0.2,6,-13,9,107,104,16,-8,13
CCn1c(Oc2cccc(Br)c2)nc2c1c(=O)n(C)c(=O)n2C,0.2,-7,-18,8,95,101,-4,-3,-10
C=CCOn1c(=O)c(-c2ccc(OC)c(OC)c2)[n+]([O-])c2ccccc21,-0.2,10,4,5,104,105,4,-5,5
CNC(=S)N(CCc1c(C)[nH]c2ccc(C)cc12)Cc1cccnc1,-0.2,-1,-22,4,103,104,1,2,-17

# Record cards (already shown).
# COc1ccc(CN(C)C(=S)Nc2ccc(Cl)cc2)cc1 is entered as CRFBP-R2 agonist = -2.2; SUMO HTRF inh = -8; DNA FID counter = -8; CRFBP-R2 block = -37; MEKK3 PB1 HTS = 92; MEKK2 WT-MEK5 = 93; MEKK2 mut-MEK5 = -2; GalR3 antag = -7; NS3 helicase inh = -1
# O=C(CSc1ccccn1)N1CCOCC1 is entered as CRFBP-R2 agonist = 8.3; SUMO HTRF inh = 7; DNA FID counter = 0; CRFBP-R2 block = 7; MEKK3 PB1 HTS = 102; MEKK2 WT-MEK5 = 105; MEKK2 mut-MEK5 = 3; GalR3 antag = -1; NS3 helicase inh = 0

# A second format for 2 compounds above:
COc1ccc(CN(C)C(=S)Nc2ccc(Cl)cc2)cc1
  CRFBP-R2 agonist = -2.2
  SUMO HTRF inh = -8
  DNA FID counter = -8
  CRFBP-R2 block = -37
  MEKK3 PB1 HTS = 92
  MEKK2 WT-MEK5 = 93
  MEKK2 mut-MEK5 = -2
  GalR3 antag = -7
  NS3 helicase inh = -1

Cc1cc(C)nc(SCc2cnc(C)nc2N)n1
  CRFBP-R2 agonist = -0.7
  SUMO HTRF inh = 12
  DNA FID counter = -1
  CRFBP-R2 block = -2
  MEKK3 PB1 HTS = 121
  MEKK2 WT-MEK5 = 115
  MEKK2 mut-MEK5 = 0
  GalR3 antag = -6
  NS3 helicase inh = -1

# (more compounds)
SMILES,CRFBP-R2 agonist,SUMO HTRF inh,DNA FID counter,CRFBP-R2 block,MEKK3 PB1 HTS,MEKK2 WT-MEK5,MEKK2 mut-MEK5,GalR3 antag,NS3 helicase inh
Brc1ccc(-c2nnc(-c3cccnc3)c3conc23)cc1,1.0,.,1,-26,80*[inhibitor],78,-5,.,4
N#CC1=C(N)N2C(=C(C#N)C1c1ccccc1)Sc1ccccc12 (stereo not drawn),.,17,-4,.,101,105,4,.,1
O=C(c1ccccc1)N1CCN(S(=O)(=O)c2cccc(NS(=O)(=O)c3ccccc3)c2)CC1,-0.1,7,-23,-2,100,98,2,0,18
NC(=O)COC(=O)c1ccccc1Nc1ccc(SC(F)F)cc1,-0.2,11,-9,13,104,99,3,-17,-7
CCc1nnc(NC(=O)c2sc3nc4cc(C)ccc4cc3c2N)s1,4.1,1,4,-44,.,.,.,-4,5
CNc1nc(-c2ccc3c(c2)CCN3C(=O)c2ccccc2F)c(C)s1,1.1,-3,-13,6,102,98,-1,-1,8
O=C(c1cc2ccccc2oc1=O)N(Cc1cccc(Br)c1)C1CCS(=O)(=O)C1 (stereo not drawn),9.1,20,-16,-59,92,89,-13,5,-8
N#Cc1ccc(C2=NC(C(F)(F)F)(C(F)(F)F)c3c(n(Cc4ccco4)c(=O)[nH]c3=O)N2)cc1,9.8,19,-19,-12,98,87,-6,-5,17
S=C(Nc1ccccc1)N1CCN(C(=S)c2ccccc2)CC1,1.6,12,-2,-8,100,101,-4,-7,2
O=C(/C=N/NC(=O)c1ccccc1Br)c1ccccc1,-1.2,5,-4,13,101,97,0,-5,-8
COc1ccc(CN2C(=O)CNC2=S)cc1,-1.1,15,-4,0,106,105,8,-10,13
CCn1c(=O)c2ccccc2n2c(SCC(N)=O)nnc12,0.0,6,-5,-7,106,104,3,-8,8
Clc1nc2c(ccc3ccccc32)[nH]1,-4.2,13,1,15,103,100,9,2,-17
CCOc1cccc(-c2cc(C(=O)N3N=C(C)CC3(O)C(F)F)c3ccccc3n2)c1 (stereo not drawn),1.9,0,-22,-5,101,97,-2,6,4
CCCCCCCCCCOC(=O)c1csc2nnsc12,3.2,3,8,8,123,108,19,-1,-3
COc1ccc(-c2csc(Cc3nnc4n3CCCCC4)n2)cc1,-1.9,4,-19,-7,93,91,-4,0,-2
CCCCNC(=O)Cn1c(=O)c2c(ncn2CCC(C)C)n(Cc2ccccc2)c1=O,-0.7,9,-36,0,100,96,0,-10,11
O=C(CN1CCN(S(=O)(=O)c2ccc(Cl)s2)CC1)N1CCOCC1,-0.4,-3,-4,9,102,102,0,-3,-9
c1cc2c3c(cccc3c1)NC1(CCCCCC1)N2,1.8,38,3,17,87,86,-7,-5,-8
O=C1C2C(C(=O)N1c1ccccc1)N1CCCN1C2c1ccccc1 (stereo not drawn),0.0,19,-4,-3,86,89,-12,-1,6
COc1ccc(Cl)cc1NC(=O)Nc1ccc(Br)cn1,0.0,-16,-1,-12,103,99,0,-5,-1
COc1ccc(NC(=O)/C(=C\c2cccs2)NC(=O)c2ccco2)cc1,-1.8,7,-3,25,101,98,3,-6,-2
COc1cc(NC(=O)c2cccnc2)c(Cl)cc1NC(=O)c1ccccc1,1.3,15,-30,-19,99,101,0,0,-3
C/C(CC(=O)Nc1ccccn1)=N\NC(=O)Cc1cccc2ccccc12,-3.0,4,2,21,90,93,-7,-6,-9
CCOC(=O)Cn1nc(C)c(NC(=O)c2ccc([N+](=O)[O-])c(C)c2)c1C,0.1,9,-1,-13,101,93,-3,-6,13
CCCc1cc(=O)oc2cc(OCC(=O)N3CCC(C(N)=O)CC3)ccc12,-2.1,1,-6,-6,99,103,-2,-1,29
O=C(COC(=O)c1cncc(Br)c1)NC1CCCCCC1,14,7,-9,-15,99,84,-8,-6,3
Cc1[nH]nc2c1C(c1cccnc1)N(c1ccc(Br)cc1)C2=O (stereo not drawn),-0.6,16,-4,-11,97,91,4,-5,-2
Cc1cc(C)n2nc(C(=O)OCC(=O)c3cc(C)n(CC4CCCO4)c3C)nc2n1 (stereo not drawn),0.2,7,-12,-8,102,96,-3,-3,1
COc1ccc(CN2CCN(C(=O)CCC(=O)Nc3nnc(C(C)C)s3)CC2)cc1F,-0.5,8,-42,2,99,102,-6,-2,-13
CCCC(=O)Nc1nc2ccc3nc(C)sc3c2s1,-1.6,5,-8,-1,105,104,7,-2,-2
O=C(NNC(=O)C1COc2ccccc2O1)c1cccc([N+](=O)[O-])c1 (stereo not drawn),1.5,-12,3,3,96,81,-14,-1,2
COC(=O)C1=C(N)Oc2c(oc(CO)cc2=O)C1c1ccccc1F (stereo not drawn),-0.5,-7,-9,-4,103,103,8,-2,-1
Cc1cc(F)ccc1NC(=O)CCc1c(C)nn(-c2ccc(N3CCCCC3)nn2)c1C,-0.1,7,-44,14,103,103,4,-6,3
CCN=C1S/C(=C\c2cc(Br)c(O)c(OC)c2)C(=O)N1CC,15,-17,-12,-13,95,97,-3,-7,-9
Cc1ncc(CN2CCC(C(=O)Nc3ccc(Oc4cccnc4)cc3)CC2)cn1,8.1,10,-8,-9,103,111,7,-3,3

# Fetched one by one from above (four):
SMILES,CRFBP-R2 agonist,SUMO HTRF inh,DNA FID counter,CRFBP-R2 block,MEKK3 PB1 HTS,MEKK2 WT-MEK5,MEKK2 mut-MEK5,GalR3 antag,NS3 helicase inh
Cc1ncc(CN2CCC(C(=O)Nc3ccc(Oc4cccnc4)cc3)CC2)cn1,8.1,10,-8,-9,103,111,7,-3,3
COc1ccc(CN2CCN(C(=O)CCC(=O)Nc3nnc(C(C)C)s3)CC2)cc1F,-0.5,8,-42,2,99,102,-6,-2,-13
COC(=O)C1=C(N)Oc2c(oc(CO)cc2=O)C1c1ccccc1F (stereo not drawn),-0.5,-7,-9,-4,103,103,8,-2,-1
Cc1[nH]nc2c1C(c1cccnc1)N(c1ccc(Br)cc1)C2=O (stereo not drawn),-0.6,16,-4,-11,97,91,4,-5,-2

# (next part)
SMILES,CRFBP-R2 agonist,SUMO HTRF inh,DNA FID counter,CRFBP-R2 block,MEKK3 PB1 HTS,MEKK2 WT-MEK5,MEKK2 mut-MEK5,GalR3 antag,NS3 helicase inh
O=C(CC1SC(=Nc2ccccc2)N(CCc2c[nH]c3ccccc23)C1=O)Nc1ccccc1F (stereo not drawn),3.8,0,-5,-14,98,101,-2,-3,-26
COc1cccc(/C=C2\SC(=O)N(CCC(=O)NCCCn3ccnc3)C2=O)c1,-2.7,20,10,-11,98,98,1,-4,2
CN(c1ccccc1)S(=O)(=O)c1nnc(NC(=O)C2CCCCC2)s1,1.4,17,-15,-7,102,100,2,-8,14
C/C(=N/NC(=O)c1ccncc1)c1ccccc1,1.7,-3,-4,-3,101,99,1,-12,2
CCOP1(=O)OCC2OC(n3cnc4c(N)ncnc43)C(O)C2O1 (stereo not drawn),1.3,9,0,-23,91,100,-19,-1,3
CC1(C)NC(C)(C)c2nonc2/C1=N\O,-0.7,16,4,-4,100,99,1,-7,-6
Nc1c(C(=O)C2CC2)sc2nc(-c3ccccc3)cc(C(F)(F)F)c12,238*,4,-1,-350,96,80,1,-1,4
O=C(Cn1ncc2c([nH]c3ccccc32)c1=O)N1CCc2ccccc2C1,-0.6,12,-18,-4,98,97,-3,6,8
COc1ccccc1/C=C/C(=O)OCC(=O)NCc1ccco1,-0.4,30,-5,17,118,99,2,0,-6
CN(c1ccccc1)S(=O)(=O)c1cc(Cl)ccc1Cl,-0.3,0,-11,12,107,108,-1,-7,-10
Cc1nn(CCCC(=O)Nc2sc3c(c2C#N)CCC3)c(C)c1[N+](=O)[O-],0.4,10,-7,12,94,88,-10,-12,1
COc1cc(C)c(Cl)cc1S(=O)(=O)n1ccnc1,-7.7,-2,-1,7,103,103,6,1,5

# Results in MEKK2 WT-MEK5 and SUMO HTRF inh, for some of the entries so far:
SMILES | MEKK2 WT-MEK5 | SUMO HTRF inh
COc1ccc(-c2csc(Cc3nnc4n3CCCCC4)n2)cc1 | 91 | 4
CCCCNC(=O)Cn1c(=O)c2c(ncn2CCC(C)C)n(Cc2ccccc2)c1=O | 96 | 9
O=C(CN1CCN(S(=O)(=O)c2ccc(Cl)s2)CC1)N1CCOCC1 | 102 | -3
